Source: PubChem BioAssay
Sm TGR block – qHTS Assay for the Inhibitors of Schistosoma Mansoni Peroxiredoxins | purified TGR, DTNB reduction, TNB absorbance 405 nm | Potency, µM (series often up to 114 µM), inactives show top-dose activity change, negative = inhibition, most hits filed as inhibitors | Schistosoma mansoni thioredoxin glutathione reductase (TGR), Q962Y6 | 360,000 tested, 3% active; also: potency is read from the fitted curve at half-maximal effect; % is scaled to controls: 0 for no effect and ±100 for the full control effect; nearly all actives have a fitted effect of over 60% in size
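First, TGR (20 nM dispensed) and NADPH were mixed with compound. Second, a 15 min room-temperature incubation followed. Third, further NADPH and then DTNB were added to start the reaction. Finally, TNB absorbance was monitored kinetically.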
Shiga toxin inh – A qHTS for Small Molecule Inhibitors of Shiga Toxin | 290,000 tested, 9.2% active | AID 2315, 2010 | inhibition, % at 38.7 µM | Vero cells, Shiga toxin protein synthesis inhibition reporter; in the data active = inhibition mostly above about 28%, no sharp cut-off; inactive = mostly below about 43%; also: 0% is about no effect
Cycloheximide cs – Cycloheximide Counterscreen for Small Molecule Inhibitors of Shiga Toxin | cell reporter, cycloheximide protein synthesis inhibition counterscreen | max response, % | 300,000 tested, 12% active; in the data active = max response mostly above about 13%, no sharp cut-off; inactive = mostly below about 14%; also: read at 38.3 µM for the half of the compounds with a filed dose; 0% is about no effect
Pf growth 96h – Primary qHTS for delayed death inhibitors of the malarial parasite plastid, 96 hour incubation | Potency, µM (top dose mostly 28.7 µM), without a hit: at the top dose activity change, negative = inhibition, hits mostly inhibitors | P. falciparum luciferase reporter growth, 96 h | 320,000 tested, 6.9% active; also: potency is read from the fitted curve at half-maximal effect; % is scaled to controls: 0 for no effect and ±100 for the full control effect
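Delayed-death screen, second-generation endpoint: infected erythrocytes, 2% hematocrit, 0.05% parasitemia final; 96 hours at 37 C, 5% CO2; luciferase detection reagent; luminescence decrease equals reduced growth.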
Pf growth 48h – Primary qHTS for delayed death inhibitors of the malarial parasite plastid, 48 hour incubation; P. falciparum luciferase growth in erythrocytes, 48 h; Potency, µM (titrated, usually from 28.7 µM), inactives show at the highest dose activity change, negative = inhibition, most hits filed as inhibitors; 310,000 tested, 5.9% active; AID 504832, 2011; also: potency is read from the fitted curve at half-maximal effect; % is scaled to controls: 0 for no effect and ±100 for the full control effect
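A one-generation exposure of luciferase-tagged malaria parasites in RPMI 1640/Albumax erythrocyte culture, 37 C and 5% CO2. Inhibition is inferred from decreased luminescence after adding detection reagent.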
Giardia FBPA inh – qHTS Assay for Inhibitors of Fructose-1,6-bisphosphate Aldolase from Giardia Lamblia; A8B2U2; Potency, µM (series often up to 59.6 µM), without a hit: top-dose activity, negative = inhibition, actives largely listed as inhibitors; purified Giardia FBPA; AID 2451, 2010; 290,000 tested, 0.71% active; also: potency is read from the fitted curve at half-maximal effect; % is scaled to controls: 0 for no effect and ±100 for the full control effect; nearly all actives have a fitted effect of over 55% in size
Target sequence (A8B2U2 whole entry, looked up): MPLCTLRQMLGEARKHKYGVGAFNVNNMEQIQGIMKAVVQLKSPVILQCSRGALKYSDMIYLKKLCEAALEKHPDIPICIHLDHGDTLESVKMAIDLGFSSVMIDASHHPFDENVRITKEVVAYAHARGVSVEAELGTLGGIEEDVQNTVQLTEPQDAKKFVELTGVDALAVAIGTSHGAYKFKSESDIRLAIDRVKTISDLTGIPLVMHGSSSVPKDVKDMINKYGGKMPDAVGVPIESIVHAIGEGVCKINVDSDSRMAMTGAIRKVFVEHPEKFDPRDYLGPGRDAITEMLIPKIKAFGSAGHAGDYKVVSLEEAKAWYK
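40 nM FBPA preincubated 10 min at RT with compound (up to 57.5 uM final), then substrate plus GAPDH/TPI/NAD/arsenate coupling and diaphorase/resazurin added. Fluorescence read after 20 min at RT, 525/598 nm.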
An asterisk follows results filed as active; ? = inconclusive; . = no result given; & = joins results of further samples; [ ] = another dose, or the depositor's remark. Unless noted, calls follow the shape of the dose curve; as a rule, active = well fitted curve in the direction sought with a large enough effect; inconclusive = small, poorly fitted or top-dose-only effect, or another doubt; inactive = no such curve, though single readings can be large; an effect the other way counts as inactive or inconclusive.

SMILES	Sm TGR block	Shiga toxin inh	Cycloheximide cs	Pf growth 96h	Pf growth 48h	Giardia FBPA inh
O=C(NCC1CCCN(Cc2ccc3c(c2)OCCO3)C1)c1ccc2c(c1)OCO2 (configuration not stated)	-11%	-1	-1	?	-14%	17%
CC(C)c1ccc(NC(=O)c2cc(S(=O)(=O)N3CCCC3)c[nH]2)cc1	8%	4	7	-15%	?	-14%
Cn1nnnc1SCC(=O)N1CCN(S(=O)(=O)c2ccc(Cl)cc2)CC1	4%	-1	1	-20%	5%	9%
COC(=O)CNC(=O)CSc1nc2sccc2c(=O)n1-c1ccccc1	-3%	-7	-3	29%	-1%	15%
Cc1cc(=O)oc2cc(NC(=O)Cc3ccccc3[N+](=O)[O-])ccc12	1%	8	-2	3%	31%[activator]	-2%
COc1ccc(-n2c(C)cc(/C=C3\C(=N)N4N=C(CC(=O)N5CCOCC5)SC4=NC3=O)c2C)c(OC)c1	-12%	-7	8	?	?	6%
O=C(NN1CC(C(=O)OCc2ccc(Br)cc2)CC1=O)c1ccccc1 (configuration not stated)	0%	-4	-1	28%	1%	.
CCOc1ccc2c(=O)c(Oc3ccccc3OCC)coc2c1	-8%	20	10	?	.	1%
S=c1[nH]nc(Cc2ccccc2)n1-c1ccccc1	-6%	-7	-2	-28%	20%	3%
CCOc1ccc(CN2CCN(Cc3cc4ccccc4[nH]3)CC2CCO)cc1 (configuration not stated)	-34%	-11	4	2%	?	-5%
CCOC(=O)N1CCC(NC(=O)c2cc3c(C)nc4ccccc4c3o2)CC1	2%	-5	-1	-24%	.	-1%
N#Cc1ccc(-c2nc3cc(Cl)ccc3c(=O)n2O)cc1	0%	-1	-3	-11%	?	13%
O=C(CCSCc1ccc(Cl)cc1)NCc1cccs1	-15%	16	-2	-1%	13%	1%
CCCCc1nc(SCC(=O)Nc2nnc(CCCC)s2)n[nH]1	-1%	-5	1	-48%[5.75 µM]	3%	1%
O=C(N/N=C/c1cccs1)c1ccc2ncccc2c1	1%	46*	18	1%	-6%	-6%
CC(OC(=O)c1ccco1)C(=O)NC1CCCC1 (configuration not stated)	-8%	-6	4	-4%	37%[activator]	7%
O=C(Nc1ccccc1N1CCOCC1)c1cc2c(s1)CCCCC2	6%	53*	40*	35%[activator]	14%	-3%
N/C(=N\OC(=O)C12CC3CC(CC(C3)C1)C2)c1ccncc1	-1%	28	7	?	10µM*	3%
O=C(NC1CCCCC1)C(c1ccccn1)N(C(=O)c1csnn1)C1CC1 (configuration not stated)	3%[57.1 µM]	20	8	7%	48%[activator]	3%
COc1ccc(-c2csc(NC(=O)CCS(=O)(=O)c3ccccc3)n2)c(OC)c1	14µM*	14	2	?	-25%	-15%
Cc1nc2ccccc2c(=O)n1/N=C/C=C/c1ccccc1	4%	20	2	3%	-6%	5%
CN(C)S(=O)(=O)c1ccc(Cl)c(NC(=O)COC(=O)C2CSC3(C)CCC(=O)N23)c1 (configuration not stated)	6%	-3	-4	2%	26%	2%
Cn1c(SCCS(=O)(=O)c2ccc(Cl)cc2)nnc1-c1ccccc1	-18%	-20	-2	13%	17%	0%
CCNc1c(NCC)c(=O)c1=O	15%	-13	-3	3%	-1%	2%
CC1CC(NNC(=O)c2ccccc2)=Nc2ccccc2N1C (configuration not stated)	7%	8	4	?	?	24%
CCc1nc(N2CCN(c3nc(C)cc(C)n3)CC2)c2oc3ccccc3c2n1	18%	41	3	?	17%	3%
COc1cccc(C(=O)N2N=C(c3cccc(OC)c3)CC2(O)C(F)(F)F)c1 (configuration not stated)	13%	12	-2	11%	9%	0%
Cc1cccc(N2C(=O)NC3(CCCCC3)C2=O)c1	0%	-4	13	.	11%	1%
Cc1ccn2c(=O)nc(SCC(=O)Nc3cccc4ccccc34)nc2c1	8%	.	.	-1%	?	.
O=c1c2c3n(c(=S)nc2[nH]n1-c1ccccc1)CCCCC3	2%	-30	-2	-1%	.	-17%
Cc1cc(C)c2c(=O)[nH]c(SCC(=O)c3ccc(F)c(C)c3)nc2n1	-1%	-2	12	22%	29%	1%
Cc1ccc(Nc2nc(-c3ccc(S(=O)(=O)N4CCCC4)cc3)cs2)cc1C	-4%	23	-2	1.7µM*	1.9µM*	-13%
O=C(CSc1nc(Cc2ccccc2)nc2ccccc12)Nc1nc2c(s1)CCCC2	0%	29	13	4%	?	-6%
COc1cccc(/C=N/Nc2ncc(C)c(=O)[nH]2)c1OC	15%	-4	-1	24%	1%	4%
COc1ccc(NC(=O)c2ccc3c(SCC(=O)O)c4c(nc3c2)CCCC4)cc1Cl	6%	5	6	?	?	26%
Cc1cc(C)cc(NC(=O)c2cc(C)nn2C)c1	-7%	16	-3	37%[activator]	26%	0%
CC(=O)Nc1ccc(NC(=O)Cn2c(=O)n(-c3ccc(C)cc3)c(=O)c3oc4ccccc4c32)cc1	13%	40	-1	?	3%	0%
CCN(CC)CCNC(=O)c1cc(Nc2ccc(OC)c(OC)c2)nc2ccccc12	-8%	-6	8	1%	?	12%
CC(C)N(Cc1nc(-c2ccccc2)no1)C(=O)c1ccc([N+](=O)[O-])cc1	3%	1	1	13%	5%	0%
COCCCN1Cc2ccccc2C1=N	4%	18	-4	2%	-7%	7%
COc1cc(NC(=O)COC(=O)c2nc3nc(C)cc(C)n3n2)cc(OC)c1	0%	-4	-2	?	-7%	-2%
NC(=O)NC(=O)COC(=O)CCCCCNS(=O)(=O)c1ccc2c(c1)OCCO2	9%	-9	-1	13%	-7%	2%
CN(C(=O)c1coc(=O)c2ccccc12)c1ccc(F)cc1	-1%	-24	-4	21%	11%	2%
Cc1ccc(C)n1NC(=O)c1ccc(O)cc1	-12%	18	1	11%	.	-6%
Cc1ccc(C(=O)N2CCN(c3ccccn3)CC2)cc1Cl	0%	-3	-5	0%	-24%	-4%
CN(C)C(=O)c1ccc(Cl)cc1[N+](=O)[O-]	0%	3	-1	4%	9%	1%
O=C1CN(C(=S)Nc2ccccc2Cl)CCN1	?	1	-2	5%	-3%	-19%
CNC(=O)/C(C#N)=c1\s/c(=C/C(=O)OC)c(=O)n1-c1ccccc1	1%	-4	-2	-12%	8%	1%
CC#C[C@]1(O)CC[C@H]2[C@@H]3CCC4=CC(=O)CCC4=C3[C@@H](c3ccc(N(C)C)cc3)C[C@@]21C	0%	-17	-5	6.7µM*	13µM*	-11%
Cn1c(CCNC(=O)c2cccs2)n[nH]c1=S	-14%	12	-3	-12%	12%	-28%

Carrying on:
SMILES	Sm TGR block	Shiga toxin inh	Cycloheximide cs	Pf growth 96h	Pf growth 48h	Giardia FBPA inh
Cc1cc(-n2nc3ccccc3n2)c(O)c([N+](=O)[O-])c1	?	20	2	-11%	-19%	15%
COC(=O)c1c(C)n(Cc2ccc3c(c2)OCO3)c2ccc(O)cc12	1%	11	16*	24%	?	-2%
CCn1c(COc2c(C)cccc2C)nnc1SCc1nc2ccccc2c(=O)[nH]1	.	-4	-3	5%	-2%	-12%
Cc1cc(C(=O)CN2C(=O)C(=O)N(Cc3ccccc3)C2=O)c(C)n1-c1ccccc1F	8%	18	1	14%	0%	-13%
CC(=O)c1cc(CN2CCN(C3CCN(C(C)C)CC3)C(CCO)C2)cs1 (configuration not stated)	-34%	-4	1	?	39%[activator]	-4%
CCOc1cc(C(=S)N2CCOCC2)ccc1OS(=O)(=O)c1ccccc1	-1%	-4	-4	1%	-22%	-1%
CCC(C(=O)N/N=C(\C)c1cccnc1)c1ccccc1 (configuration not stated)	-12%	-3	-1	0%	-5%	.
O=C(Nc1nccs1)c1ccc(COc2ccc(F)cc2)o1	-6%	52	32*	-9%	55%[activator]	-2%
Cn1cccc1Cc1nnc(SCC(=O)N2CCN(c3ccccc3)CC2)n1-c1ccc(F)cc1	-36%	-1	-2	1.5µM*	?	11%
Cc1ccc(S(=O)(=O)N2CCOCC2)cc1NC(=O)COC(=O)c1cnc(Cl)c(Cl)c1	-31%	.	.	25%	7%	.
Clc1ccc(CSc2nnc(-c3ccccn3)n2Cc2ccco2)c(Cl)c1	0%	32	4	15µM*	?	-4%
CCC(C)NCCCOc1ccc(C)cc1OC (configuration not stated)	.	19	-2	12%	-8%	?
CCc1nnc(NC(=O)CSc2nnc(-c3ccccc3OC)n2-c2ccccc2)s1	-7%	1	-2	-16%	?	8%
COCCNC(=O)c1cc(-c2ccccc2)n(Cc2cc(C)no2)n1	4%	.	.	32%[activator]	31%[activator]	.
C=CCNC(=S)NNC(=O)c1ccc(OCCC)cc1	-8%	16	0	?	6%	-11%
CCCN(C(=O)Cc1csc(-c2ccccc2)n1)C1CCS(=O)(=O)C1 (configuration not stated)	-1%	.	.	-27%	-25%	.
COc1ccc(Cn2ccnc2)cc1Br	7%	-19	3	13%	0%	-27%
OC1(c2nc3ccccc3[nH]2)CCCCC1	3%	.	.	62%[activator]	?	.
Cc1ccc2nc(N(CCCN(C)C)C(=O)COc3ccc(Cl)cc3)sc2c1	9%	-19	-6	-89%	?	-14%
Cc1nc(C(=O)Nc2ccccc2)sc1C1(C)CC(c2cccc([N+](=O)[O-])c2)=NO1 (configuration not stated)	0%	39	25	-8%	?	-12%

Record cards, from the list above. Values in the order: Sm TGR block, Shiga toxin inh, Cycloheximide cs, Pf growth 96h, Pf growth 48h, Giardia FBPA inh
Entry for O=C(CCSCc1ccc(Cl)cc1)NCc1cccs1 : -15%, 16, -2, -1%, 13%, 1%
Entry for Cc1nc2ccccc2c(=O)n1/N=C/C=C/c1ccccc1 : 4%, 20, 2, 3%, -6%, 5%
Entry for Cc1cc(C(=O)CN2C(=O)C(=O)N(Cc3ccccc3)C2=O)c(C)n1-c1ccccc1F : 8%, 18, 1, 14%, 0%, -13%
Entry for CN(C)C(=O)c1ccc(Cl)cc1[N+](=O)[O-] : 0%, 3, -1, 4%, 9%, 1%

Continuation:
SMILES	Sm TGR block	Shiga toxin inh	Cycloheximide cs	Pf growth 96h	Pf growth 48h	Giardia FBPA inh
CCC(=O)c1ccc(OCC(=O)OCC(=O)N2c3ccccc3CC2C)cc1 (configuration not stated)	8%	.	.	3%	0%	.
O=C(Nc1ccc(F)cc1)N1CCC(c2nc3c(nnn3Cc3ccccc3Cl)c(=O)[nH]2)CC1	-4%	-8	-2	-3%	?	1%
O=C(N/N=C1/CN2CCC1CC2)c1cccc(O)c1	-8%	70*	36*	0%	.	-8%
O=C(c1cc(-c2ccco2)on1)N1CCN(c2ccccc2)CC1	-36%	17	5	?	53%[activator]	1%
COc1ccc(C(C(=O)NC(C)(C)C)N(C(=O)Cn2nnc3ccccc32)c2ccc(C(C)=O)cc2)cc1O (configuration not stated)	2%	21	14*	-1%	-30%	-8%
Cc1ccc(C)c(N2CCN(C(=O)c3ccc(N4CCCC4=O)cc3)CC2)c1	-1%	-4	1	?	-32%	13%
Nc1nnc(-c2ccc(Cl)c(Cl)c2)s1	1%	21	25*	4%	24%	2%
CN(C(=O)Cn1c(=O)oc2ccccc21)C1CCCCC1	-4%	.	.	0%	5%	.
COc1ccccc1-n1c(C)nc2cc(C(=O)O)ccc21	3%	39	10	.	8%	-4%
CCOC(=O)c1ccc(-n2ccnc2)c(NC(=O)c2ccc(Cl)cc2)c1	-3%	-10	-3	36%[activator]	16%	8%
Cc1cc(NC(=O)CSC2=NS(=O)(=O)c3ccccc3N2)no1	3%	.	.	-1%	-28%	.
CC(=O)SCC[N+](C)(C)C	-13%	-3	-3	47%[activator]	-1%	-4%&2%

This is a random part of the collection; 24% or so of the library scored in one or more.
